Compound activity: PubChem, National Center for Advancing Translational Sciences (NCATS)
UDG counter: UDG inhibition counter-screen; FRET deamination/UDG coupled assay, UDG read, 4 h; Potency, µM (series often up to 115 µM), without a hit: top-dose activity change, negative = inhibition, hits mostly inhibitors; 91,000 compounds, 0.14% hits; further: nearly all actives have a fitted effect of over 65% in size
AID inh: inhibitors of human activation induced cytidine deaminase. Q9GZX7. AID deamination FRET fluorescence, UDG-coupled, 4 h. Potency, µM (series often up to 115 µM), without a hit: top-dose activity change, negative = inhibition, most hits filed as inhibitors. 91,000 compounds, 0.32% hits; further: nearly all actives have a fitted effect of over 25% in size
Target sequence (Q9GZX7 whole entry, looked up): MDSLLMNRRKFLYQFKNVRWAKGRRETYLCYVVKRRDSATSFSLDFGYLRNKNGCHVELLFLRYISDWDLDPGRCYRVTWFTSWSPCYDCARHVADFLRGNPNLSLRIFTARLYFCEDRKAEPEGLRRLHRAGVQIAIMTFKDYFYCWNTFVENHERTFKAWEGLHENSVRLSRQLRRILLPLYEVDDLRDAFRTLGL
* hit, by the source's call; ? = inconclusive; [ ] = another dose, or the depositor's remark. The call rests on the fitted dose curve; in most records, active means well fitted curve in the direction sought with a large enough effect; inconclusive means small, poorly fitted or top-dose-only effect, or another doubt; inactive means no such curve, though single readings can be large; an effect the other way counts as inactive or inconclusive. On the % scale 0 is the no-effect control and ±100 the full control effect; potency means the concentration at half of the fitted maximal effect.

Structure,UDG counter,AID inh
O=C(NCCS(=O)(=O)N1CCN(c2ccc(F)cc2)CC1)c1cccc(C(F)(F)F)c1,-6.9%,1.3%
Fc1ccc(OCc2ncc(-c3ccccc3)o2)c(Br)c1,6.7%,-8.7%
Cc1ccc(C)c(N2CCN(c3nc4ccc(C)cc4nc3-n3nc(C)cc3C)CC2)c1,-4.4%,?
Cc1csc(NC(=O)CCc2ccc(S(N)(=O)=O)cc2)n1,-12.4%,-6.2%
Cc1cc(C(=O)N2CCN(S(=O)(=O)c3ccc(C)c(C)c3)CC2)no1,0.9%,-7.9%
O=C(CCC1CCCCC1)Nc1ccc2ccccc2c1,1.0%,7.4%
CCN(Cc1ccc(Cl)s1)C(=O)c1[nH]c2c(c1C)C(=O)CC(C)(C)C2,-10.5%,-7.6%
CCc1c(C)sc(NC(=O)CCCCl)c1C#N,3.5%,4.7%
COc1ccc2cc(-c3cn4c(n3)sc3cc(F)ccc34)c(=O)oc2c1,-2.7%,25.2%
Cc1ccc(-c2csc(-c3c(N)c(C(=O)c4ccc5c(c4)OCO5)n4ccccc34)n2)cc1C,?,-11.3%
Cc1ccc(-c2ccc(C=C(C#N)C#N)o2)cc1C(=O)O,4.0%,-22.0%
CC(Sc1nc2cc(C(F)(F)F)ccc2n1Cc1ccccc1)C(=O)c1ccc(F)cc1 (stereo not given),-2.6%,-10.9%
COc1ccc(-c2cc(C(F)(F)F)n3nc(C(=O)Nc4ccc(Cl)cc4C(F)(F)F)cc3n2)cc1OC,-7.8%[57.5 µM],8.3%[57.5 µM]
CCc1ccccc1NC(=O)c1nn(-c2ccccc2)c(=O)c2ccccc12,-4.0%,-8.3%
CCOc1ccccc1C(=O)Nc1ccc2nc(N(CC)CC)cc(C)c2c1,6.3%,12.2%
COCc1nnc(NC(=O)Cn2ccc3ccc(Cl)cc32)s1,-10.8%,-25.3%
CC(NCc1cccc(S(=O)(=O)N(C)C)c1)c1cccs1 (stereo not given),8.6%,4.2%
O=C(O)C1CCN(S(=O)(=O)c2ccc(Cl)c(Cl)c2)CC1,-1.4%,2.6%
O=[N+]([O-])c1cc(-c2nc(-c3ccccc3)no2)ccc1NCC1CCCO1 (stereo not given),?,-23.0%
CS(=O)(=O)Nc1ccc(-c2csc(NC3CC3)n2)cc1,-7.5%,7.8%
Cc1cccc(-c2nc3nc(C)cc(NC(C)c4ccccc4)n3n2)c1 (stereo not given),9.5%,50.2%[activator]
CCOC(=O)c1[nH]c(C)c(CCC(=O)N2CCN(c3ccc(Cl)cc3)CC2)c1C,-5.8%,-19.3%
COc1ccc(N2CCN(S(=O)(=O)c3ccc(C4CCCCC4)cc3)CC2)cc1,-0.6%,-11.5%
COc1ccc(/C=C/C(=O)Oc2cccc(C)c2)cc1,1.0%,6.1%
CCCCOC(=O)c1ccc(NC(=O)c2ccc3c(c2)CCN3S(=O)(=O)c2ccccc2)cc1,-10.1%,?
COc1ccc(-n2c(SCC(=O)Nc3nnc(C)s3)nc3c([nH]c4ccccc43)c2=O)cc1,-2.2%,15.2%
CCCCN(CCCC)c1nc(-c2ccncc2)nc2ccccc12,-12.3%,?
COc1ccc(-c2cc(C(=O)N3CCN(CC(=O)N(C)C)CC3)c3ccccc3n2)cc1,-10.9%,-19.7%
CCc1ccc(NC(=O)CSc2nc3c(c(=O)n2CCc2ccccc2)SCC3)cc1,-8.4%,-8.1%
COc1ccc(CNC(=O)c2cc3oc4ccccc4c3n2C)cc1OC,-3.2%,-12.2%
COCCNC(=O)CSCc1nc(-c2ccc(C)cc2)oc1C,-0.1%,3.9%
COc1ccc(Cn2c3c(c(=O)[nH]c2=O)CN(Cc2ccccc2)CN3)cc1,6.7%,-2.0%
Cc1ccc(-n2nnnc2SC(C(=O)N2CCCC2)c2ccccc2)cc1C (stereo not given),-16.4%,?
C#CC(C)(CC)NC(=O)/C(=C/c1ccccc1)NC(=O)c1ccccc1 (stereo not given),7.3%,-1.8%
O=C(/C=C/c1ccccc1Br)c1ccc(O)cc1,-1.3%,-13.1%
CC(C)C(NS(=O)(=O)c1ccccc1)c1cccs1 (stereo not given),0.4%,-5.2%
COc1ccc(CCNc2nc3c(-c4cccc(C(F)(F)F)c4)nnn3c3ccccc23)cc1OC,-1.6%,4.8%
Cc1ccc(NC(=O)c2oc3ccccc3c2C)cc1C,7.3%,-4.9%
O=C(Cn1nc(C(=O)O)c2ccccc2c1=O)Nc1cccc(Cl)c1,24.2%,-6.6%
Cc1cccc(NC(=O)c2ccc3nccnc3c2)n1,-0.1%,8.5%
O=C(NNc1ncnc2c1cnn2-c1ccccc1)c1cccc(Cl)c1,13.1%,-2.6%
COc1cccc(CN2C(=O)c3ccccc3Sc3ccc(C(=O)N(C)Cc4ccccc4)cc32)c1,-9.2%,?
CCCSc1ccccc1C(=O)NC(C)(C)C,-7.8%,-1.5%
COc1ccc(-c2nc3ccccc3s2)cc1NC(=O)c1cccc([N+](=O)[O-])c1C,5.9%,-13.6%
O=C(O)c1ccccc1-c1ncc(-c2ccc(F)cc2)o1,-6.8%,7.9%
Cn1c(=O)n(Cc2ccccc2)c(=O)c2c1nc(Cl)n2Cc1ccccc1,1.3%,-4.1%
C1=C(c2ccccc2)Nc2nc3ccccc3n2C1c1ccccc1 (stereo not given),-19.2%,-19.4%
CCS(=O)(=O)N1CCc2cc(C(=O)c3cc4cc(Cl)ccc4o3)ccc21,-11.0%,-20.0%
c1ccc(CNC2(c3nnnn3-c3ccccc3)CCCC2)cc1,-13.9%,-11.9%
CCOC(=O)c1cc(-c2ccccc2)n(CCCC(=O)Nc2ccc(C)c(C)c2)c1C,1.8%,-4.7%

(listing goes on)
Structure,UDG counter,AID inh
FC(F)(F)c1cc(-c2cccc(Br)c2)nc2ncnn12,-6.4%,-0.5%
CCc1nn2c(=O)cc(COC(=O)c3ccc(NC(=O)C4CCCCC4)cc3)nc2s1,1.5%,6.8%
S=c1sc2c(s1)SCOCS2,-11.4%,-4.9%
Cn1c(SCC(=O)Nc2cc(F)ccc2F)nc2c(=O)[nH]cnc21,-13.8%,-7.8%
COc1cccc(-c2noc(COc3ccc(C(C)(C)C)cc3)n2)c1,-13.8%,-28.3%
CCOc1ccc(N2CC(c3nc4ccccc4n3CCOc3ccc(CC)cc3)CC2=O)cc1 (stereo not given),16.9%,-8.2%
O=C(NCCN1CCN(c2cccc(Cl)c2)CC1)C1COc2ccccc2C1 (stereo not given),-9.3%,-20.7%
CCN(CC)c1nn2c(=O)c(C(=O)NCCc3ccccc3)cnc2s1,-7.2%,-27.1%
CCCCn1c(=O)[nH]c(=O)c2c1nc(CCC(=O)Nc1ccc(C)cc1)n2CC(C)C,-1.7%,-12.4%
N#C/C(=C\c1ccc(O)c(I)c1)c1nc2ccccc2[nH]1,-5.9%,-1.1%
Cc1cccc(NC(=O)Cc2c[nH]c3ccccc23)c1C,-1.4%,-3.1%
COc1cccc(CNCc2cccn2-c2nnc(N3CCN(c4ccccc4)CC3)s2)c1,-6.0%,-26.3%
CN1c2ccccc2-c2nc(SCC(=O)Nc3ccccc3)ncc2S1(=O)=O,-7.4%,46.3%[activator]
Cc1cc(C)n(-c2ncnc3scc(-c4ccccc4Cl)c23)n1,13.0%,1.4%
Cc1ccc(-c2ccc(=O)n(CC(=O)NCCc3ccc(Cl)cc3)n2)cc1,-5.9%[57.5 µM],?
Cc1ccc(N(CC(=O)NCCc2ccccc2C)S(=O)(=O)N(C)C)cc1,-7.7%,?
O=C(CN1N=C(c2ccc(Cl)cc2)CCC1=O)NCCc1ccccc1,-2.9%,2.6%
CCCCOc1ccc(S(=O)(=O)NCCO)cc1,-16.3%,0.4%
COc1ccc2nc(N3CCN(C(=O)CS(=O)(=O)c4ccc(C)cc4)CC3)sc2c1,-5.3%,-22.6%
COc1cc(/C=C/C(=O)OCc2ccc(C#N)cc2)cc(OC)c1OC,-2.8%,3.9%
Cc1ccc(-c2nnn(CC(=O)N3N=C(c4ccc(Cl)cc4)CC3c3ccco3)n2)cc1 (stereo not given),4.1%,-5.0%
COc1ccc(S(=O)(=O)NCC(c2ccc(N(C)C)cc2)N2CCc3ccccc32)cc1OC (stereo not given),-10.5%,-11.4%
Cc1nc2cc(F)cc(C(=O)O)c2nc1C,3.6%,9.0%
O=C(CSc1nnc(-c2ccc(F)cc2)o1)N1CCCc2ccccc21,-5.8%,?
Cc1c(C(=O)Nc2cccc3cccnc23)cccc1[N+](=O)[O-],-0.2%,-4.3%

Three of the entries above in order of the AID inh value, descending:
Molecule	AID inh
Cc1cccc(NC(=O)Cc2c[nH]c3ccccc23)c1C	-3.1%
O=C(NCCN1CCN(c2cccc(Cl)c2)CC1)C1COc2ccccc2C1 (stereo not given)	-20.7%
CCN(CC)c1nn2c(=O)c(C(=O)NCCc3ccccc3)cnc2s1	-27.1%

(listing goes on)
Structure,UDG counter,AID inh
Cc1c(CC(=O)N2CCOCC2)c(=O)oc2cc(O)ccc12,3.3%,-0.4%
O=C(NC1CCCCC1)c1ccc2ccccc2n1,3.6%,-5.3%
CSc1cccc(NS(=O)(=O)c2cn(C)c(C)n2)c1,-7.4%,13.4%
CC1=C(c2ccc(C)c(C)c2)S(=O)(=O)N=C1N1CCC(C(=O)NCCc2ccc(Cl)cc2)CC1,4.2%,3.3%
COc1ccc2nc(C)c(C(=O)NC3CCCCCC3)cc2c1,-7.5%,1.7%
Cc1c(C(=O)OC2CCC(C)CC2)[nH]c2c1C(=O)CC(c1ccc(F)cc1)C2 (stereo not given),2.3%,2.5%
O=C(NCCc1ccc(F)cc1)c1ccc(=O)[nH]c1,-1.4%,0.4%
CC(C)NC(=O)c1cccc([N+](=O)[O-])c1,13.4%,14.1%
Cc1ccc(S(=O)(=O)Nc2nc3ccc(C)cc3nc2Nc2ccc3c(c2)OCCO3)cc1,6.7%,9.4%
Nc1sccc1C(=O)NCc1ccncc1,-4.4%,81.2%[activator]
CCc1ccc(N2C(=O)CN(S(=O)(=O)CC)CC2(C)C(=O)NC2CCCCC2)cc1 (stereo not given),-3.1%,12.5%
CCn1c(CN2CCCCC2)nc2cc(NC(=O)COc3ccc([N+](=O)[O-])cc3)ccc21,1.4%,-8.8%
CCOC(=O)c1[nH]c(C)c(C(=O)OCC2CC2(Cl)Cl)c1C (stereo not given),3.4%,-2.0%
CCC(CC)C(=O)Nc1ccc(-c2cn3cccnc3n2)cc1,-3.2%,-1.7%
CC(C)=CC(=O)NC(C)c1ccc(Cl)c(Cl)c1 (stereo not given),-2.8%,-2.8%
COc1ccc(C2=C(Nc3ccc(C)c(C)c3)c3ccccc3C2=O)cc1,?,4.3%
O=S(=O)(c1ccc2c(c1)CCN2)N1CCCCCC1,-3.9%,0.2%
Fc1ccc(COc2ccc(Cl)cc2)cc1,-3.3%,2.9%
CCOc1ccc(N(C)C(=O)CS(=O)(=O)c2cccc3nsnc23)cc1,5.5%,34.0%
O=c1c2ccccc2n(Cc2c(F)cccc2Cl)c(=O)n1Cc1ccccc1,?,?
COc1ccc(CCNC(=O)CSCc2cnn(-c3ccccc3)c2-n2cccc2)cc1OC,-7.2%,-10.8%
COc1cc(C(=O)Nc2ccc3oc(-c4ccccc4)nc3c2)cc(OC)c1OC,-1.0%[57.5 µM],31.0%[activator][57.5 µM]
O=C1CCSc2ccc(S(=O)(=O)Nc3ccc(Cl)c(C(F)(F)F)c3)cc2N1,9.7%,-17.2%
Cc1cccc(OCC(=O)Nc2cccc(C(=O)OCc3cc(=O)n4nc(C(C)C)sc4n3)c2)c1,-11.2%,-16.5%
CCc1ccccc1NC(=O)Nc1cc(C(=O)NCc2ccc(OC)cc2)ccc1N1CCCC1,6.4%,12.0%
COc1cc(NC(=O)CSc2nc3nc(C)c(Cc4ccccc4)c(C)n3n2)cc(OC)c1,-20.0%,?
Cn1nc(C(C)(C)C)cc1NC(=O)c1ccc(Cl)c(Cl)c1,-10.6%,-7.7%
Cc1ccc(Sc2c(C)nn(C(=O)c3ccc(Cl)cc3)c2C)cc1,9.9%,18.1%
Cc1cccc(OCC(O)Cn2cnc3c2c(=O)n(C)c(=O)n3C)c1 (stereo not given),-1.0%,0.7%
Cc1c(Cl)cccc1NC(=O)COCc1cc(-c2ccc3c(c2)OCO3)on1,0.0%,16.3%
O=C(Cn1cnc2c(nc3n2CCCCC3)c1=O)Nc1ccc(F)c(Cl)c1,-17.2%[57.5 µM],-8.4%[57.5 µM]
CCNc1nc(-c2[nH]c(C)c(C(=O)OC)c2C)cs1,29.7%,61.2%[activator]
O=C(NC1CCCCCC1)c1ccc(Cn2cnc3ccccc3c2=O)cc1,-1.1%,-9.6%
COc1ccc2c(c1)c(=O)c(S(=O)(=O)c1ccc(Cl)cc1)cn2Cc1cc(C)ccc1C,-4.1%,-6.8%
COc1cc(NC(=O)C2=C(C)OCCS2)c(Cl)cc1C(=O)NCc1cccnc1,5.4%,-5.2%
O=C1Nc2ccccc2C1(O)c1c[nH]c2ccccc12 (stereo not given),12.5%,2.5%
Cc1ccc(C(=O)c2ccc(C)c(C)c2)cc1C,-2.9%,-12.7%

An excerpt; the hit share may differ from the screen's.
